High-throughput results as filed in PubChem BioAssay.
TbPYK inhibitor: qHTS of Trypanosoma Brucei Inhibitors. pyruvate kinase (Trypanosoma brucei), Q57TT1. hit rate 0.12% among 410,000. Potency, µM (series often up to 76.8 µM), without a hit: top-dose activity, negative = inhibition, actives largely listed as inhibitors. TbPYK enzyme, Kinase-Glo Plus ATP luminescence, 45 min. AID 624173, 2012; active = well fitted inhibition curve with a large enough effect; inconclusive = small, poorly fitted or top-dose-only effect; also: nearly all actives have a fitted effect of over 50% in size
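Enzyme and substrate buffer are dispensed first and compound is pin-transferred. ADP at 130 uM final then starts the reaction, which runs 45 min at room temperature. Detection reagent is added for 10 min before luminescence is imaged.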
* marks the source's active call; other numbers are inactive results; ? = inconclusive; [ ] = remark or other dose. % is scaled to controls: 0 for no effect and ±100 for the full control effect; potency is read from the fitted curve at half-maximal effect.

SMILES	TbPYK inhibitor
COc1ccccc1NC(=O)c1oc2ccccc2c1NC(=O)Cc1ccccc1	-17%
CSc1ncc(C(=O)Nc2ccccc2C(=O)c2ccccc2)c(C)n1	-4%
COc1ccc(CN(Cc2ccco2)c2cnc(S(C)(=O)=O)nc2C(=O)Nc2ccc(C)cc2C)cc1	0%
CC(=O)c1ccc(NC(=O)C2CCC(CNS(=O)(=O)c3ccc(Br)s3)CC2)cc1 (stereo unspecified)	-2%
Cc1cccc(/C=C(\C#N)c2nc3ccccc3c(=O)[nH]2)c1	-2%
Cc1oc(C)c2c(=O)cc(-c3ccc4c(c3)OCO4)cc(OC(=O)c3ccccc3Br)c12	4%
COc1ccc(-n2c(=O)c(-c3cccs3)nc3cnc(Oc4ccccc4)nc32)cc1	0%
CC(C)Cn1cc(NC(=O)NCc2cccc(Cl)c2)c2ccccc2c1=O	-2%
Cc1ccc(S(=O)(=O)N2CCOCC2)cc1NC(=O)CN(C)CC(=O)Nc1cccc(F)c1	5%
CCOC(=O)C1CCCN(C(=O)c2ccc3c(c2)N(Cc2ccccc2F)C(=O)c2ccccc2S3=O)C1 (stereo unspecified)	0%

Copied from the list.
Entry for CC(=O)c1ccc(NC(=O)C2CCC(CNS(=O)(=O)c3ccc(Br)s3)CC2)cc1 (stereo unspecified) under TbPYK inhibitor: -2%
Entry for Cc1oc(C)c2c(=O)cc(-c3ccc4c(c3)OCO4)cc(OC(=O)c3ccccc3Br)c12 under TbPYK inhibitor: 4%

Remaining list, next part.
SMILES	TbPYK inhibitor
COc1ccccc1Nc1ncnc2scc(-c3ccc(F)cc3)c12	0%
O=C(CSc1nnc(-c2ccc(Cl)cc2)c(-c2ccc(Cl)cc2)n1)NC1CCCC1	-12%
CC(C)C[C@H]1CNC(=O)C(=O)N1C[C@@H]1CCCN1C[C@H](Cc1ccc(O)cc1)N1C[C@H](Cc2ccccc2)N(CC2CCCCCC2)C(=O)C1=O	0%
CCOC(=O)N1CCN(C(=O)C2CCC(=O)N(Cc3ccccc3OC)C2)CC1 (stereo unspecified)	-3%
Cc1c(-c2cccc(NC(=O)Nc3ccccc3)c2)nc2ncccn12	-10%
CC(C)(C)c1ccc(C(=O)N2CCC2(C)C(=O)Nc2cccc(C#N)c2)cc1 (stereo unspecified)	-4%
C=CCCC(=O)N1C[C@H]2CCN(C)[C@H]2C[C@H]1c1ccccc1	5%
CN1CCN(C2CN(Cc3ccccc3)S(=O)(=O)C2)CC1 (stereo unspecified)	0%
CCCNC(=O)C1(C)CCCN(Cc2ccc(-c3ccccn3)cc2)C1 (stereo unspecified)	6%
COc1ccc(-c2cnc3c(NC=O)cc(-c4cc(OC)c(OC)c(OC)c4)cn23)cc1OC	-13%
Cc1ccccc1Nc1c(-c2cc(Br)ccc2F)nc2ccccn12	1%
CSCCC(NC(=O)OCc1ccccc1)NC(=O)OCc1ccccc1	-12%
CCCNC(=O)Cn1nc(-c2ccc(C)cc2)c2cnc3ccc(CC)cc3c21	1%
CC1(C(=O)NS(=O)(=O)c2ccccc2Cl)CCN1C(=O)C1(c2ccc(Cl)cc2)CC1 (stereo unspecified)	3%
COCC(=O)N1CCC2(CCCN(Cc3ccccc3OC)C2)CC1	5%
Cc1ccccc1NC(=O)Cn1c(=O)n(CCC(=O)NCc2ccc3c(c2)OCO3)c(=O)c2sccc21	2%
COc1ccc(NC(=O)c2cccc(S(=O)(=O)N3CCc4ccccc43)c2)c(OC)c1	-1%
CN1C(=O)c2ccccc2Sc2ccc(NC(=O)NCc3ccc(Cl)cc3)cc21	2%
CCCCOC(=O)c1ccc(Nc2nnc(-n3nc(C)cc3C)c3ccccc23)cc1	1%
O=C(CSc1nc(=O)[nH]c2c1CCC2)Nc1cc(C(F)(F)F)ccc1Cl	2%
COc1ccc(CN2C(=O)C(CC(=O)NCCN3CCOCC3)CC(C(=O)N3CCOCC3)=C2C)cc1 (stereo unspecified)	-6%
COc1cc(-c2cc(NC(C)=O)c3ncc(-c4ccc(F)cc4)n3c2)cc(OC)c1OC	3%
CCCS(=O)(=O)NC(=O)C1(C)CCCN(C(=O)C(C)(C)Oc2ccc(Cl)cc2)C1 (stereo unspecified)	-5%
CCc1c(CN2CCN(c3cccc(C)c3C)CC2)csc1C	3%
COc1c(C)cc(C(O)c2ncc(-c3cccc(F)c3)[nH]2)cc1C (stereo unspecified)	-2%
COc1ccc(N2CC(NC(=O)c3c(F)cccc3Cl)CC2=O)cc1OC (stereo unspecified)	0%
COc1ccc2c(C)c(CCC(=O)NCc3ccccc3OC)c(=O)oc2c1	0%
COc1ccc(-n2nnnc2C(C2CC2)N2CCN(C/C=C/c3ccccc3)CC2)cc1 (stereo unspecified)	3%
CCCCOCCCNC(=O)C[C@@H]1C[C@@]2(C(=O)OC)CCCCC=C2N(Cc2ccccc2)C1=O	4%
Cc1ccc(CSc2ncc(Cl)c(C(=O)Oc3ccc(F)cc3)n2)cc1	1%
COC(=O)c1cc(NC(=O)c2ccc(-c3ccc(Cl)cc3Cl)o2)cc(C(=O)OC)c1	-5%
CCCCn1c(OC(=S)N(CC)CC)cc(C)nc1=S	-10%
CCOc1cc(C(=O)N(Cc2nc(-c3ccc(C)cc3)no2)C(C)C)cc(OCC)c1OCC	-1%
Cc1nc(N2CCOCC2)c2c(C(=O)N3CCN(c4ccccc4)CC3)c(C)oc2n1	-5%
CC(=O)Nc1cccc(-c2ccnc3c2CC(C)(C(=O)NCc2ccncc2)O3)c1 (stereo unspecified)	2%
O=C(Nc1cccc2[nH]c([C@H]3C[C@H](O)[C@@H](CO)O3)nc12)NC(c1ccccc1)c1ccccc1	-4%
CCCOc1ccc(F)cc1-c1cc(C(=O)NCc2cc(C(F)(F)F)cc(C(F)(F)F)c2)[nH]n1	9%
CCc1ccc(S(=O)(=O)NCc2ccc3c(c2)CCN3C(=O)c2ccc(C)cc2)cc1	-6%
O=C(NC(=S)N1CC=CCC1)c1ccccc1	?
O=C(c1ccc2c(c1)N(Cc1cccc(Cl)c1)C(=O)c1ccccc1S2(=O)=O)N1CCN(Cc2ccccc2)CC1	-3%
Cc1ccc(CNC(=O)c2cc3c(s2)-c2ccccc2SC3)cc1	0%
CCc1nnc(NC(=O)CSc2nc3c([nH]c4ccccc43)c(=O)n2-c2cc(C)cc(C)c2)s1	-7%
COc1ccccc1N1CCN(CCCNC(=O)c2cnn(-c3ccc(C)c(C)c3)c2C2CCN(C(=O)OC(C)(C)C)CC2)CC1	-10%[15.4 µM]
COc1ccc(NC(=O)CSc2nc(O)c(C/C=C/c3ccccc3)c(=O)[nH]2)cc1	1%
CCOc1ccccc1NC(=O)Cn1c(=O)n(-c2ccc(C)c(C)c2)c(=O)c2c(C)c(C(=O)N(C)C)sc21	7%
CC(C)n1c(SCC(=O)c2ccc(F)cc2)nc2c(sc3ccccc32)c1=O	12%
COc1cc(OC)c(NC(=O)c2oc3ccc4c(c3c2C)C(=O)CC(C)(C)O4)cc1Cl	-1%
Cn1c(=O)c2c(-c3ccccc3)n(-c3cccc(Br)c3)cc2n(C)c1=O	-5%
CCN(CC)CCSc1nnc2c3cc(F)ccc3n(C)c2n1	-14%
Cc1ccc(NC(=O)c2cc3c(=O)n(Cc4cccnc4)ccc3nc2C)cc1F	-15%
Next part:
SMILES	TbPYK inhibitor
CC(C)(C)S(=O)N1Cc2cc(C(=O)NCc3ccc(Oc4ccccc4)cc3)nc(-c3cccc(-c4cc5ccccc5o4)c3)c2[C@H]1CCO (stereo partly specified)	0%
COc1ccc(C)cc1-n1cnc2cc(C(=O)NC3CCCCCC3)ccc21	-2%
CCc1ccccc1Nc1nn2c(=O)c3ccc(C(=O)NCCc4ccccc4)cc3nc2s1	-2%
CCOc1ccccc1NC(=O)Cc1noc2ccc(C)cc12	-3%
Cc1ccc(CNc2nc(NCC3CC3)nc3ccsc23)c(C)c1	0%
COc1cc(OC)c(NC(=O)N2CC3CCCN3c3ccccc32)cc1Cl (stereo unspecified)	-5%
COc1ccc(C(C)=O)cc1Cn1c(C)c(C(=O)NCC(C)C)sc1=O	-2%
Cc1ccc(CNC(=O)CN(c2cccc(C)c2C)S(=O)(=O)c2ccccc2)cc1	-25%
O=C(NCc1ccccc1)NC1COc2ccccc2C1 (stereo unspecified)	-5%
CCc1nc2c(cnn2-c2ccc(Cl)cc2)c(=O)n1-c1ccc(OC)c(Cl)c1	-3%

Three structures out of the list, ordered by heavy-atom count, rising.
SMILES	TbPYK inhibitor
Cc1c(-c2cccc(NC(=O)Nc3ccccc3)c2)nc2ncccn12	-10%
CC(C)(C)c1ccc(C(=O)N2CCC2(C)C(=O)Nc2cccc(C#N)c2)cc1 (stereo unspecified)	-4%
COc1ccc(CN(Cc2ccco2)c2cnc(S(C)(=O)=O)nc2C(=O)Nc2ccc(C)cc2C)cc1	0%

The list goes on:
SMILES	TbPYK inhibitor
COc1ccc([C@H]2C[C@H](n3cc(COC(=O)c4ccccc4)nn3)[C@@H](O)CN2C(=O)C2CCCCC2)cc1	0%
CCOc1ccccc1Nc1sc(C(=O)c2ccccc2)c(N)c1C(=O)NCCc1ccccc1	-15%
CCOc1ccc(NC(=O)NC(C)c2c(-n3cccc3)sc3c2CCN(CC)C3)cc1 (stereo unspecified)	0%
COc1ccc(OC)c(NC(=O)CSc2nc(-c3ccccc3C)nc3cc(=O)[nH]n23)c1	3%
COc1cc(CNC(=O)c2cnc3c(-c4cccc(C)c4)c(C)nn3c2C)cc(OC)c1OC	1%
CC(C)OCCCn1c(=O)c2ccccc2n2c(-c3cc(Cl)ccc3O)nnc12	0%
COc1ccc(-c2cc(C(F)(F)F)nc(SCC(=O)N(C)Cc3ccccc3)n2)cc1	2%
CCOc1cccc(C2c3c(oc4ccccc4c3=O)C(=O)N2c2nc(C)c(C(=O)OC)s2)c1 (stereo unspecified)	0%
CCc1ccc(CN(C)Cc2c(C(=O)N3CCOCC3)nc3c(C)cccn23)nc1	4%
Cc1ccc2nc(-c3cccc(NC(=O)c4cccc5c(Cl)cccc45)c3)oc2c1	-3%
Clc1ccc(-c2cn(-c3nc4ccccc4s3)nn2)cc1	-2%
O=C(CS(=O)(=O)c1cccc2nsnc12)N1CCN(c2cccc(C(F)(F)F)c2)CC1	-2%
O=C(Cn1ccc2cc(S(=O)(=O)N3CCCCC3)ccc21)NCc1ccccc1Cl	-3%
C[C@H](CO)N1C[C@H](C)[C@@H](CN(C)Cc2ccc(F)cc2)Oc2ncc(Br)cc2C1=O	1%
Cc1nc(N2CCCC2)ncc1C(=O)NCc1ccc(Cl)cc1	-5%
COc1ccc(CNC(=O)C2Cc3c(-c4ccc5c(c4)OCO5)ccnc3O2)cc1OC (stereo unspecified)	0%
Cc1ccc(NC(=O)Nc2nnc([C@H]3C[C@H](O)[C@@H](CO)O3)s2)cc1	0%
Cc1nc2c(OCc3ccc(F)cc3)cccn2c1N(C)C(=O)CCC1CCCC1	0%
CC(C)(C)OC(=O)N1CCC(c2c(C(=O)N3CCN(C(=O)c4ccco4)CC3)cnn2-c2ccc(Cl)cc2)CC1	-10%
Cc1ccc2onc(CNC(=O)N(C)Cc3ccccc3)c2c1	-14%
Cc1ccc(-n2nnnc2CNC(=O)C(C)(C)C)cc1C	1%
CC1CN(C(=O)N2CCC(C(=O)NCCC3=CCCCC3)CC2)c2cc(Cl)ccc2O1 (stereo unspecified)	-5%
O=C(CSc1ccccc1)NC1CC1	-1%
COc1ccc(Cl)cc1CN1C(=O)C(Cc2ccccc2)ON=C1C (stereo unspecified)	5%
Cc1cccc(-c2nc3c4ccccc4nc(N4CCN(c5cccc(Cl)c5)CC4)n3n2)c1	20%
O=C(Nc1cccc(-c2nc3ccccc3[nH]2)c1)c1c(F)cccc1F	0%
CN(C)CCNC(=O)CCCN1C(=O)c2cccnc2Oc2ccc(Cl)cc21	0%[15.4 µM]
COc1ccc(N(CC(=O)Nc2ccc(C)c(C)c2)S(=O)(=O)c2ccc(C)cc2)cc1OC	0%
CC(C)CCn1c(SCc2c(F)cccc2Cl)nc2ccsc2c1=O	0%
CCOC(=O)c1c(NC(=O)C2c3ccccc3Oc3ccccc32)sc(C)c1CC	1%

4 entries from above in a different format.
COc1ccc(Cl)cc1CN1C(=O)C(Cc2ccccc2)ON=C1C (stereo unspecified)
  TbPYK inhibitor: 5%
Cc1cccc(-c2nc3c4ccccc4nc(N4CCN(c5cccc(Cl)c5)CC4)n3n2)c1
  TbPYK inhibitor: 20%
O=C(Nc1cccc(-c2nc3ccccc3[nH]2)c1)c1c(F)cccc1F
  TbPYK inhibitor: 0%
CN(C)CCNC(=O)CCCN1C(=O)c2cccnc2Oc2ccc(Cl)cc21
  TbPYK inhibitor: 0%[15.4 µM]

Additional structures.
SMILES	TbPYK inhibitor
CCC(=O)Nc1ccc(C)cc1-c1nc2ccccc2n(CC(=O)c2ccc(C)cc2)c1=O	-2%
CC(C)c1nn2c(=O)cc(COC(=O)c3ccc4c(c3)OCO4)nc2s1	3%
Cc1ccc(C)c(NC(=O)Cn2c(=O)n(Cc3ccco3)c(=O)c3oc4ccccc4c32)c1	-1%
CCOc1ccc(CNS(=O)(=O)c2c(C(=O)N3CCC(C)CC3)c(C)n(C)c2C)cc1OC	4%
C[C@@H]1CN([C@@H](C)CO)S(=O)(=O)c2ccc(C#Cc3cccc(F)c3)cc2O[C@H]1CN(C)S(=O)(=O)c1cn(C)cn1	9%
NC(=O)/C(=C\c1ccco1)NC(=O)c1ccco1	4%
Cc1ccc(NC(=O)c2ccc3c(O)c(S(=O)(=O)c4ccccc4)c(=O)[nH]c3c2)cc1Cl	-2%
CCc1ccc(C(=O)c2cn(Cc3ccc(F)cc3)c3cc(OC)c(OC)cc3c2=O)cc1	-7%
Cn1ccnc1CC(C)(O)c1ccccc1 (stereo unspecified)	-5%
Cc1c(-c2nc(-c3ccccc3F)no2)nnn1-c1cc(F)ccc1F	3%
CCC1Oc2ccccc2N(CC(=O)NCc2ccc(C)cc2)C1=O (stereo unspecified)	-3%
CCCn1c(SCc2nc(-c3ccccc3C)no2)nnc1-c1ccc(Cl)cc1	-1%

This is a subset, so the mix of outcomes need not match the whole.
